Compound activity from PubChem BioAssay.
Polio RdRp inh: poliovirus RdRp elongation inhibitors, primary screen, biochemical, fluorescence polarization, total intensity; poliovirus polymerase elongation; active compounds read low; % elongation, % (compound at 16.7 µg/mL); 0.66% of 150,000 active; in the data active means % elongation below about 90%; further: some results filed as inactive read as strong as hits
Target sequence (P03300 1749-2209 limits assumed): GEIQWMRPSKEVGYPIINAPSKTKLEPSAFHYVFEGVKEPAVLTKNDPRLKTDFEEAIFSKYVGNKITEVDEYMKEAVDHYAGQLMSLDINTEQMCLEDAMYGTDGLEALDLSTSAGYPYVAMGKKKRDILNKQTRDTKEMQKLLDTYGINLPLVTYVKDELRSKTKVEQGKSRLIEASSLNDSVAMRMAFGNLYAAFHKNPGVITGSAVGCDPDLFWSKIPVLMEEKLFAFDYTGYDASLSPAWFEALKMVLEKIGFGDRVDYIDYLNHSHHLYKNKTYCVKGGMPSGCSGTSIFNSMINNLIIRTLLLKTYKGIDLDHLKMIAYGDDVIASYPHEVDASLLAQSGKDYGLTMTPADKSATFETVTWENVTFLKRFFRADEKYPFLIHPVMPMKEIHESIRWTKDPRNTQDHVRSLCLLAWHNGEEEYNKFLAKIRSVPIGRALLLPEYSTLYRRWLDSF
Polio RdRp inh FP z-score: second read-out of Polio RdRp inh, no call of its own (marks repeat the call); z-score; measured here: FP z-score; hits read low
* marks the source's active call; other numbers are inactive results.

Results follow in this order: Polio RdRp inh	Polio RdRp inh FP z-score
- CCc1nn2c(=O)cc(COC(=O)c3ccccc3NC(=O)c3cccs3)nc2s1
  106.0	-0.1
- CSc1nc2ccc(S(=O)(=O)Nc3ccccc3C)cc2s1
  100.0	-0.3
- CCn1ccc(C(=O)Oc2ccc(C(C)C)cc2)n1
  101.0	0.3
- COCCCNC(=O)Cn1c(=O)n(-c2ccccc2)c(=O)c2c1c1cc(OC)ccc1n2C
  100.0	-1.7
- CC(=O)N1c2ccccc2C(=O)C1N(C)Cc1ccccc1 (stereo not given)
  98.0	-1.7
- COCCn1c(=O)[nH]c2cc(C(=O)NCc3ccc(OC(F)(F)F)cc3)ccc21
  103.0	0.4
- CS(=O)(=O)CS(=O)(=O)Nc1ccc2c(c1)OCCO2
  103.0	0
- O=C(NCc1ccc(F)cc1)c1ccc(CSc2nc3ccncc3n2Cc2ccc(F)cc2)cc1
  112.0	0.5
- Cc1ccc2c(CC(=O)OC3CCOC3=O)coc2c1 (stereo not given)
  103.0	0.2
- CCOC(=O)C1CCN(C(=O)c2cc(-c3ccc(C)cc3)nc3ccccc23)CC1
  101.0	-0.2
- CCCCCCOc1ccc(/C=C/C(=O)Nc2sc3c(c2C(=O)OC)CCC3)cc1OC
  101.0	-0.4
- COc1ccc(C2C3=C(CC(C)(C)CC3=O)Nc3cc(OC)c(OC)cc32)cc1 (stereo not given)
  103.0	-0.1
- COCC(=O)Nc1ccccc1C(C)C
  98.0	-0.8
- Cc1ccccc1-c1nc(CN2CCCC(C(=O)O)C2)c(C)o1 (stereo not given)
  102.0	0.5
- CC(=O)Nc1nnc(CC(C)(C)C)s1
  99.0	-1.2
- CC1CCCC(C)N1CCNC(=O)C1C2C=CC3(CN(Cc4ccccc4Cl)C(=O)C13)O2 (stereo not given)
  101.0	-0.6
- CC(=O)c1cccc(NC(=O)C2=CC(c3ccc(F)cc3)=NS(=O)(=O)N2C)c1
  112.0	0.3
- O=C(O)CC1SC2=NCCN2C1=O (stereo not given)
  102.0	0
- O=C(/C=C/c1ccco1)CC1(O)C(=O)N(Cc2ccccc2Cl)c2ccccc21 (stereo not given)
  101.0	0.2
- Cc1cc(-c2ccc(C)c(S(=O)(=O)N(Cc3cccs3)C(C)C)c2)on1
  103.0	-0.9
- CC(C)(C)NC(=O)c1ccc2c3c(onc13)-c1ccccc1C2=O
  102.0	0.1
- Cc1c(SCC(C)C)cc(N2C(=O)c3ccccc3C2=O)cc1S(=O)(=O)c1ccccc1
  103.0	-0.1
- Cc1cc(C)c(N=C=S)c(Cl)c1
  104.0	0.2
- O=C1C(=Nc2ccccc2)c2ccccc2N1Cc1ccccc1
  105.0	0
- CC(=O)NCCc1cc2cc(C)c(C)cc2[nH]c1=O
  101.0	-0.2
- Cc1ccc(C)c(NC(=O)Cc2c(C)nc3c(-c4ccccc4)c(C)nn3c2C)c1
  102.0	-0.5
- NC(=O)c1ccccc1NC(=O)c1cc(=O)c2ccccc2o1
  103.0	0.8
- O=C(CS(=O)(=O)c1ccccc1)N1CCN(Cc2ccc3c(c2)OCO3)CC1
  100.0	-0.4
- CCc1ccccc1NC(=O)Cn1c(=O)oc2cc(S(=O)(=O)N3CCCCC3C)ccc21 (stereo not given)
  100.0	-0.5
- O=C(NCCN1CCOCC1)c1cccs1
  103.0	0
- CNC(=S)NCCc1c(C)[nH]c2ccccc12
  104.0	0.7
- O=C(CSc1nnc2ccccn12)Nc1ccccc1C(=O)O
  102.0	0.1
- CCn1c(=O)c2cc(C(=O)NCc3cccs3)sc2c2ccccc21
  102.0	0.1
- O=C(C1CC1)N1CCN(C23CC4CC(CC(C4)C2)C3)CC1
  99.0	-1.4
- COc1ccc2c(Sc3ccccc3)c(C(=O)NCCCN3CCCCC3)[nH]c2c1
  106.0	-0.4
- Cc1cc(C)c(NC(=O)CN(C)CC(N)=S)c(C)c1
  99.0	-0.5
- O=C1CSC(c2ccc(Cl)cc2)N1CCN1CCCCC1 (stereo not given)
  100.0	-0.2
- COc1cc(C2C(C(=O)c3cc4cccc(OC)c4o3)=C(O)C(=O)N2c2nnc(C)s2)cc(Br)c1O (stereo not given)
  75.0	-7
- COc1cc(NC(=O)CNc2cc(Cl)cc(Cl)c2)cc(OC)c1
  107.0	0.7
- Nc1nc(N)c2nc(CNc3ccc(C(=O)NC(CCC(=O)O)C(=O)O)cc3)cnc2n1 (stereo not given)
  99.0	-0.2

Entries from the list above that contain a tert-butyl group, in the order listed:
Results follow in this order: Polio RdRp inh	Polio RdRp inh FP z-score
- CC(=O)Nc1nnc(CC(C)(C)C)s1
  99.0	-1.2
- CC(C)(C)NC(=O)c1ccc2c3c(onc13)-c1ccccc1C2=O
  102.0	0.1

Further structures follow:
Results follow in this order: Polio RdRp inh	Polio RdRp inh FP z-score
- CC(=O)c1ccc(NC(=O)CSc2cn(CC(=O)N(C(C)C)C(C)C)c3ccccc23)cc1
  114.0	-0.1
- COc1ccc(OC)c(-c2nc(Nc3ccccc3F)sc2CC(=O)O)c1
  104.0	0.6
- CN(Cc1ccccc1)C(=O)c1noc2c1CCCC2
  107.0	0.9
- N#Cc1cc2c(nc1SCC(=O)Nc1ccc(Cl)cc1)C1CCN2CC1
  102.0	-0.1
- COC(=O)c1ccccc1NC(=O)c1nc(SCc2ccccc2C)ncc1Cl
  102.0	-0.8
- O=C(N/C=C/n1cnc2cc(C(F)(F)F)ccc21)c1ccccc1
  105.0	0.7
- CCCCC(CC)CNC(=O)c1ccc2c(=O)n(CCOC)c(=O)[nH]c2c1 (stereo not given)
  103.0	-0.4
- COc1ccc(/C=C2\SC(=O)N(c3c(C)n(C)n(-c4ccccc4)c3=O)C2=O)cc1OC
  81.0*	-2.3*
- COC(=O)COc1coc(CN2CCN(c3cccc(Cl)c3)CC2)cc1=O
  103.0	0.1
- C=CCNc1nnc(SCC(=O)N2N=CCC2c2ccccc2)s1 (stereo not given)
  105.0	1.2
- O=C(NCc1ccccc1F)C(=O)NCC(c1ccco1)S(=O)(=O)c1ccccc1 (stereo not given)
  111.0	0.9
- O=C(Cc1c[nH]c2ccccc12)NC1(C(=O)NC2CCCCC2)CCCCC1
  101.0	-1.3
- COc1cc(-c2nnc(SCC(=O)Nc3cccc(C#N)c3)o2)cc(OC)c1OC
  108.0	0.3
- CC(=O)OC1CCC2(C)C(=CCC3C4CCC(=O)C4(C)CCC32)C1 (stereo not given)
  101.0	-0.1
- COc1ccc(C2NC(=O)N(C)C3=C2C(=O)N(c2ccc(F)cc2)C3)cc1 (stereo not given)
  106.0	0.6
- Cc1cc(C)n(Cc2ccccc2)n1
  101.0	0
- CCC(C)NC(=O)c1cc(-c2ccccc2)n[nH]1 (stereo not given)
  101.0	-0.8
- COc1ccc2nc(SC(=O)c3ccccc3)nc(C)c2c1
  101.0	-0.2
- O=C(CSc1cccc[n+]1[O-])NCc1ccc(Cl)cc1
  104.0	0.7
- Cc1nn(C)c2c1c(-c1ccccc1)cc(=O)n2C(C)C(=O)NCc1ccc(F)cc1 (stereo not given)
  104.0	-0.4
- C=CCn1c(C)cc(C(=O)CSc2nnc(-c3cccs3)o2)c1C
  98.0	-0.8
- CC1(C)CC(=O)C(N=Nc2ccc3c(c2)OCCO3)=C(O)C1
  129.0	2.5
- Nc1nc(=S)c2ncn([C@@H]3O[C@H](CO)[C@@H](O)[C@H]3O)c2[nH]1
  101.0	0.2
- Cc1c(C(=O)OCC#N)oc2ccc(Br)cc12
  98.0	-0.5
- O=S(=O)(Nc1ccc(-c2nc3ccccc3o2)cc1)c1ccccc1
  102.0	0
- Cc1cc(C)cc(NC(=O)NC(C)C2CCCO2)c1 (stereo not given)
  102.0	-0.2
- CC(=O)N1CCc2cc(CNS(=O)(=O)c3ccc(Br)s3)ccc21
  111.0	0.8
- O=C1CN(C(=O)Nc2ccccc2C(F)(F)F)C(c2ccccc2)c2c(sc3c2CCCC3)N1 (stereo not given)
  102.0	-1.1
- CC1CCCCN1C(=O)c1cc2nc3c(c(C(F)(F)F)n2n1)CCc1ccccc1-3 (stereo not given)
  100.0	0
- O=C(NCCO)C(=O)Nc1c2c(nn1-c1ccc(F)cc1)CSC2
  110.0	0.7
- COc1ccc(NC(=O)CN2C(=O)CN=C(c3ccccc3)c3ccccc32)c(OC)c1
  105.0	-0.1
- O=CNc1nonc1NNc1nonc1NC=O
  102.0	-0.1
- Cc1ccc(S(=O)(=O)c2nc(N3CCCC(C)C3)sc2Cl)cc1 (stereo not given)
  99.0	-0.3
- Cc1nn(-c2ccccc2)c2nc(C(F)(F)F)[nH]c(=O)c12
  101.0	-0.2
- COc1cc(-c2nc3sc4c(c3c(=O)[nH]2)CCCC4)ccc1OCc1cc(=O)n2nc(C)sc2n1
  99.0	-1.2
- CC(C)(C)C1CCc2nc(NC(=O)CC#N)sc2C1 (stereo not given)
  102.0	-0.2
- CCOC(=O)c1sc(S(C)=O)c2c1CCCC2=O (stereo not given)
  98.0	-1.2
- Cc1cc(NC(=O)Cn2nc3c(cc2=O)CCCC3)ccc1Br
  110.0	0.1
- Cc1cc(C)cc(N2C(=O)CC(N(C(=O)c3ccco3)c3cc(C)cc(C)c3)C2=O)c1 (stereo not given)
  103.0	0.5
- COC(=O)c1cc2occc2n1Cc1nc(-c2cccc(Cl)c2)oc1C
  111.0	1.4
- COC(=O)Cn1c(C)cc(C)c(C#N)c1=O
  100.0	-0.8
- COc1cccc(/C([O-])=N\c2c[n+](-c3ccc(C)cc3)no2)c1
  100.0	-0.6
- O=C(/N=C1/SCCN1CC(=O)c1ccccc1)Nc1ccccc1
  101.0	-0.1
- O=C(Nc1ccc(F)cc1)C1CCN(c2nc3ccccc3nc2C(F)(F)F)CC1
  112.0	1.1
- S=C(NCCc1ccccc1)c1ccccc1
  103.0	0.2
- Clc1ccc2nc(CSc3ncccn3)cn2c1
  109.0	0.8
- O=C(NCCN1CCOCC1)c1ccccn1
  100.0	-0.7
- Cc1c(CN2CC3(C)CC2CC(C)(C)C3)c(=O)n(-c2ccccc2)n1C (stereo not given)
  100.0	0
- CNC(=O)C1Cc2ccccc2CN1S(=O)(=O)c1cccs1 (stereo not given)
  105.0	0.2
- CCN1CCN(C(=O)c2nc(-c3cccnc3)no2)CC1
  103.0	0.7

(listing goes on)
Results follow in this order: Polio RdRp inh	Polio RdRp inh FP z-score
- Cc1ccc(C)c(NCc2cn[nH]c2-c2ccc(Br)cc2)c1
  103.0	0.2
- CCC(c1ccccc1)c1nnc(NC(=O)OC)s1 (stereo not given)
  99.0	-0.6
- Cc1ccccc1NC(=S)Nc1cc(NS(C)(=O)=O)ccc1C
  110.0	0.8
- COc1ccc(Cc2nc3ccc(C(=O)NCCc4ccccc4)cc3o2)cc1
  103.0	-0.8
- Cc1ccccc1NC(=O)c1c(C)oc2ccc(O)c(CN3CCC(C)CC3)c12
  106.0	-0.2
- C1=CCC(CN2CCNCC2)CC1 (stereo not given)
  101.0	-0.6
- O=C(COc1ccc(Br)cc1)NCC1CCCO1 (stereo not given)
  102.0	0.2
- Cc1ccc2c(c1)c(-c1ccccc1)c(-c1ccccc1)n2CC(O)CN1C(=O)CNC1=O (stereo not given)
  103.0	0.4
- C=CCn1c(NCc2ccccc2C)nc2ccccc21
  103.0	0.1
- O=C(CN1C(=O)CSc2ccc(S(=O)(=O)N3CCCC3)cc21)Nc1cccc(Cl)c1
  109.0	-0.7

One compound at a time, from the list above.
COc1ccc(Cc2nc3ccc(C(=O)NCCc4ccccc4)cc3o2)cc1 in the list: Polio RdRp inh = 103.0; Polio RdRp inh FP z-score = -0.8
Cc1ccccc1NC(=S)Nc1cc(NS(C)(=O)=O)ccc1C in the list: Polio RdRp inh = 110.0; Polio RdRp inh FP z-score = 0.8

Next part:
Results follow in this order: Polio RdRp inh	Polio RdRp inh FP z-score
- COc1ccc(CC(=O)Nc2cccc(-c3nc4cc5ccccc5cc4[nH]3)c2)cc1
  103.0	0.3
- OC(CN1CCNCC1)Cn1c2ccccc2c2ccccc21 (stereo not given)
  100.0	-0.7
- COc1cc2nc(SCc3ccc(F)cc3)n3nc(CCn4c(C)nc5ccccc54)nc3c2cc1OC
  106.0	-0.4
- COc1ccc(Cn2[nH]nnc2=S)cc1
  100.0	0.2
- CN(C)S(=O)(=O)c1ccc(C(=O)N2C(=O)c3cccc(N)c3C2=O)cc1
  80.0	-3
- Cc1ccc(-c2cc(C(=O)O)c3ccccc3n2)o1
  97.0	-0.8
- CCOc1ccc(NC(=O)C2CC(=O)C(C(=O)OC)=C3C(=O)NCCN32)cc1 (stereo not given)
  102.0	0.7
- [C-]#[N+]c1ccc(Cl)cc1C(C)S(=O)(=O)c1ccc(C)cc1 (stereo not given)
  105.0	0.2
- Cc1c(-c2nc(-c3ccc4c(c3)OCO4)no2)nnn1-c1cccc(C(F)(F)F)c1
  108.0	0.1
- CCOC(=O)N1CCN(CC(=O)c2ccc3c(c2)CCN3C(C)=O)CC1
  100.0	0.1
- CCOCCCNC(=O)C(Cc1ccccc1)NS(=O)(=O)c1ccc2c(c1)c(=O)n(C)c(=O)n2C (stereo not given)
  102.0	-0.2
- COc1ccc(S(=O)(=O)NCc2cccn2Cc2ccc(Cl)cc2)cc1
  101.0	0.3
- CCN(CC)C(=O)C1CCCN(Cc2cc(Br)c(O)c(OC)c2)C1 (stereo not given)
  98.0	-0.2
- CCOc1ccc(-n2c(=O)c3c(C)c(C)sc3n(CC(=O)c3ccccc3)c2=O)cc1
  105.0	-0.1

Individual results from the list.
Value for `CCN(CC)C(=O)C1CCCN(Cc2cc(Br)c(O)c(OC)c2)C1` (stereo not given) in Polio RdRp inh: 98.0
Value for `Cc1c(CN2CC3(C)CC2CC(C)(C)C3)c(=O)n(-c2ccccc2)n1C` (stereo not given) in Polio RdRp inh FP z-score: 0

Three compounds already listed, ordered by number of heavy atoms, smallest number first:
Results follow in this order: Polio RdRp inh	Polio RdRp inh FP z-score
- CCN(CC)C(=O)C1CCCN(Cc2cc(Br)c(O)c(OC)c2)C1 (stereo not given)
  98.0	-0.2
- CCOC(=O)N1CCN(CC(=O)c2ccc3c(c2)CCN3C(C)=O)CC1
  100.0	0.1
- CCOCCCNC(=O)C(Cc1ccccc1)NS(=O)(=O)c1ccc2c(c1)c(=O)n(C)c(=O)n2C (stereo not given)
  102.0	-0.2

Some of the compounds tested (hit frequency here may not be typical).
